Screening data as filed in PubChem BioAssay.
Kir21 block = inhibitors of mouse Kir2.1 inward-rectifier potassium channel; P35561; B-score at 10 µM; HEK293-Kir2.1, FluxOR thallium flux fluorescence; hits give low values; AID 1672; 310,000 compounds, 0.85% hits;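 active = fluorescence ratio B-score at or below minus 3 SD of library scores, with starting-brightness B-score within 2 SD, cut at about -4.2 in these data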;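 note: channel flux triggered by added potassium and thallium sulfate stimulus; B-score of peak minus minimum fluorescence over baseline after thallium stimulus; more negative B-score means stronger Kir2.1 block with less thallium influx; some compounds called inactive have numbers as strong as hits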
KCNQ2 block = KCNQ2 potassium channel inhibitors, primary screen, cell-based, CHO-K1, FluxOR thallium flux, B-score (AID 2156). 20 min; hits give low values. B-score at 10 µM. 310,000 compounds, 1.1% hits;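 active = fluorescence ratio B-score at most minus 3 library SDs, with starting brightness B-score within 2 library SDs, cut at about -5.5 in these data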
Target sequence (O88943 whole entry, looked up): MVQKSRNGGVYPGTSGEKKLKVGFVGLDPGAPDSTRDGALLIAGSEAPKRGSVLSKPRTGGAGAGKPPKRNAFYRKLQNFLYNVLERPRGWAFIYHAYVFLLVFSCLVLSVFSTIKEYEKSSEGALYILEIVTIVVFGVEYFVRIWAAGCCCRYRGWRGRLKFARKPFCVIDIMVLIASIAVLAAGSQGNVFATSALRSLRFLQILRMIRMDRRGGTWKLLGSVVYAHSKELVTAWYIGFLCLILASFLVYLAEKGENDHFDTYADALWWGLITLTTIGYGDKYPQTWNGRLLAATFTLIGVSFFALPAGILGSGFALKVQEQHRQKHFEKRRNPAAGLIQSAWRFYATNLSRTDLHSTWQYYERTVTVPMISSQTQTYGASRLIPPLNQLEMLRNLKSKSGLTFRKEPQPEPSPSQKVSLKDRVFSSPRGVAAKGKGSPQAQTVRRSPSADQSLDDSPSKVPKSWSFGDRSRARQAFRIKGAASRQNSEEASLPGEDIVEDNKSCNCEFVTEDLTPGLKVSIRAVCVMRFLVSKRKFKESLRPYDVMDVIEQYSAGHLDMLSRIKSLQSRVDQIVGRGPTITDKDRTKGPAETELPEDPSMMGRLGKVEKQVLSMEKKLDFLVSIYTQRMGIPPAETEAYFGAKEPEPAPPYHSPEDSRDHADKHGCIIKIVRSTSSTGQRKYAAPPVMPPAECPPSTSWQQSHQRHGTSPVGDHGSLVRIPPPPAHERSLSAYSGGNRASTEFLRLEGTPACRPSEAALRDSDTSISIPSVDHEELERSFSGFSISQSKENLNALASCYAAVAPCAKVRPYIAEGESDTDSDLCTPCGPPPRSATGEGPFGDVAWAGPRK
STK33 inh = inhibitors of human STK33 kinase | Q9BYT3 | purified STK33, MBP phosphorylation, ADP-Glo luminescence | inhibition, % at 10 µM | 320,000 compounds, 0.073% hits | AID 2661;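 active = inhibition at or above 25%, using the most active replicate where run in duplicate; inactive = inhibition below 25%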
Numbers without * were called inactive; i = inactive; / = not tested or not shown.

Kir21 block,KCNQ2 block,STK33 inh,compound
-12,i,-0.6,CC(=O)[C@]1(O)Cc2c(O)c3c(c(O)c2[C@@H](O[C@H]2C[C@H](N)[C@H](O)[C@H](C)O2)C1)C(=O)c1ccccc1C3=O
-0.54,i,-0.4,Cc1cccc(NC(=O)CSc2nnc(CCC(=O)Nc3ccc(C)c(Cl)c3)n2C)c1
-0.06,i,0.1,Cc1cccc(OCCNC(=O)c2ccc(Oc3ccc(C(F)(F)F)cc3[N+](=O)[O-])cc2)c1
0.22,i,-0.9,Cn1nc(-c2ccc(Cl)cc2)c2cc(C(=O)N3CCN(C(=O)c4ccco4)CC3)sc21
1.8,i,-1.1,O=C(Nc1ccc2[nH]c(=O)[nH]c2c1)C(F)(F)F
-0.05,i,-0.9,COC(=O)Nc1ccc2c(c1)ncn2C1CCCCC1
-1,i,-0.5,Cn1c(CN2CCOCC2)nnc1SCC(N)=O
-0.79,i,-1.2,COc1cc(C=O)ccc1OC(=O)Nc1ccccc1
-2.7,i,-1.7,Cc1ccc(NS(=O)(=O)c2c(C(=O)N3CCCCCC3)c(C)n(C)c2C)c(Cl)c1
-0.98,i,1.4,COc1cc(OC)c(-c2nnc3n(CCc4ccccc4)c(=O)c4ccccc4n23)cc1OC
-0.5,i,-1.2,CCC(C(=O)N1CCc2cc(OC)c(OC)cc2C1)c1ccccc1 (stereo not given)
-1.9,i,24,O=C(Nc1ccccc1C(=O)N/N=C/c1ccncc1)c1ccccc1
-1.1,i,0.7,COC(=O)c1ccc(N(CC(=O)NC2CCCC2)C(=O)CNC(=O)c2cccs2)cc1
-0.1,i,-0.3,CC1CCN(c2c(NCc3ccc(C(=O)N4CCc5ccccc54)cc3)c(=O)c2=O)CC1
1.9,i,0.8,CCOC(=O)c1cc2c(=O)n3ccccc3nc2n(C)c1=NC(=O)c1c(-c2c(F)cccc2Cl)noc1C
-0.57,i,-0.3,O=C(CCCN1C(=O)/C(=C/c2ccccc2Cl)SC1=S)NNC(=O)c1ccccc1Cl
0.69,i,-0.9,C[C@@H](C(=O)NCC1CCCO1)N1C(=O)N2CCc3c([nH]c4ccccc34)[C@@]2(C)C1=O (stereo not given in full)
-0.11,i,-0.5,CCOC(=O)C1=c2s/c(=C\c3ccncc3)c(=O)n2C(N)=C(C(=O)OC)C1c1ccncc1 (stereo not given)
-1,i,-1.2,O=C(COC(=O)CCc1c[nH]c2ccccc12)NC(c1ccccc1)c1ccccc1
0.38,i,0.9,O=C(NCC1CCCO1)c1cc(-c2ccc(Cl)cc2Cl)on1 (stereo not given)
0.11,i,3.5,O=C(Nc1ccc2cn[nH]c2c1)c1ccc(S(=O)(=O)N2CCOCC2)cc1
1.8,i,1.2,CCC(C)NC(=O)Cc1ccc(-c2ccccc2)cc1 (stereo not given)
-0.91,i,0.8,Cc1cc(C)c(NC(=O)C(C)OC(=O)c2cc(Br)c(Br)s2)c(C)c1 (stereo not given)
1.4,i,0.3,Cc1ccc2cc(CN(C(=O)c3ccco3)c3ccccc3)c(=O)[nH]c2c1
1.7,i,0.4,Cc1[nH]c2ccccc2c1/C=C(\C#N)C(=O)NC(C)c1ccccc1 (stereo not given)

Full records from above:
Listed for `O=C(Nc1ccccc1C(=O)N/N=C/c1ccncc1)c1ccccc1` = Kir21 block = -1.9; KCNQ2 block = i; STK33 inh = 24
Listed for `CCC(C(=O)N1CCc2cc(OC)c(OC)cc2C1)c1ccccc1` (stereo not given) = Kir21 block = -0.5; KCNQ2 block = i; STK33 inh = -1.2
Listed for `Cc1ccc(NS(=O)(=O)c2c(C(=O)N3CCCCCC3)c(C)n(C)c2C)c(Cl)c1` = Kir21 block = -2.7; KCNQ2 block = i; STK33 inh = -1.7

(next part)
Kir21 block,KCNQ2 block,STK33 inh,compound
-0.14,i,-0.7,COc1ccccc1C/C(N)=N/OC(=O)c1cccc([N+](=O)[O-])c1
-0.2,i,-2.1,CC(=O)OCCN(C)c1cc(SC(C)C)c2nonc2c1[N+](=O)[O-]
-0.72,i,-0.5,COc1cc(NC(=O)c2ccc(F)cc2)c(OC)cc1NC(=O)CN1CCCCC1
-0.14,i,0.1,CCn1cc(/C=C/C(=O)Nc2ccn(Cc3c(F)c(F)c(F)c(F)c3F)n2)cn1
-1.1,i,-1.2,C=CCn1c(NCCOC)nc2c1c(=O)n(C)c(=O)n2C
-0.08,i,/,CC(C)(C)NC(=O)C(c1ccncc1)N(C(=O)Cn1nnc(-c2ccc(F)cc2)n1)c1ccccc1F (stereo not given)
-0.04,i,-0.2,Cc1cc(C)cc(OC(=O)COc2ccccc2C)c1
0.63,i,-0.1,CC(C)(C)c1ccc(OCCC(=O)Nc2cccc(S(=O)(=O)N3CCCC3)c2)cc1
-1.1,i,1.2,COc1ccc(NC2=Nc3cccc4cccc2c34)cc1
-1.4,i,-0.7,CN1CCN(Cc2c(O)c(Cl)cc3c(-c4ccccc4)cc(=O)oc23)CC1
-0.48,i,-1.0,O=C(Cn1c(-c2ccccc2)noc1=O)N1CCC(Cc2ccccc2)CC1
0.12,i,-1.2,C/C(=N/O)c1ccc(N2C(=O)C3C4C=CC(C3C2=O)C2C3C(=O)N(c5ccc(/C(C)=N/O)cc5)C(=O)C3C42)cc1 (stereo not given)
0.43,i,-1.2,COc1ccc(N(CC(=O)NCCSCc2ccc(Cl)cc2)S(C)(=O)=O)cc1Cl
2.4,i,-1.4,O=C(NCCCN1CCOCC1)c1onc(CSc2ccncc2)c1C(=O)NCCCN1CCOCC1
0.85,i,0.3,Cc1ccc2nc(-c3ccc(NS(=O)(=O)c4ccccc4)cc3)sc2c1
-0.09,i,-1.1,CC(=O)OCCN1C(=O)c2ccc(-c3nc4ccccc4c(=O)o3)cc2C1=O
1.8,i,0.5,CCOC(=O)Nc1cc(=O)c2ccccc2o1
1.6,i,-2.4,O=C(CSc1nnc(Nc2ccccc2)s1)NCc1cccs1
-1.1,i,-0.1,N[C@@H](Cc1ccccc1)C(=O)N1CCC(C(=O)N[C@@H](CCC(=O)O)C(=O)O)CC1
-1,i,-1.0,COC(=O)COc1ccc(S(=O)(=O)Nc2ccccc2SC)cc1
-0.95,i,-0.7,O=Cc1cn(Cc2ccccc2)nc1-c1cccnc1
-5.4,i,0.1,Cc1ccc(NC(=O)CCn2c(=O)[nH]c3ccsc3c2=O)cc1F
0.87,i,-12,O=S(=O)(c1cccs1)N1CCN(c2ccnc3cc(Cl)ccc23)CC1
-2.2,-6.5*,-1.8,CC1CC(C)CN(C(=O)C(Cc2ccccc2)n2cccc2)C1 (stereo not given)
0.93,i,-3.1,CCCCN(C(=S)Nc1ccccc1)C1CCS(=O)(=O)C1 (stereo not given)

Quoted at random: 4 records from the list
Kir21 block,KCNQ2 block,STK33 inh,compound
-2.2,-6.5*,-1.8,CC1CC(C)CN(C(=O)C(Cc2ccccc2)n2cccc2)C1 (stereo not given)
1.8,i,-1.1,O=C(Nc1ccc2[nH]c(=O)[nH]c2c1)C(F)(F)F
-0.79,i,-1.2,COc1cc(C=O)ccc1OC(=O)Nc1ccccc1
-0.95,i,-0.7,O=Cc1cn(Cc2ccccc2)nc1-c1cccnc1

The list goes on.
Kir21 block,KCNQ2 block,STK33 inh,compound
-1.4,i,-1.6,CCc1ccc(CNC(=O)CCc2nnc(CCc3ccc(OC)cc3)o2)nc1
-0.47,i,-2.5,O=C(CN1CCCCC1CO)c1ccc(OC(F)F)cc1 (stereo not given)
0.48,i,-0.3,COn1c(=O)c(=O)n(OC)c2ccccc21
-2,i,-2.5,COc1ccccc1/C=C/c1nc(S(=O)(=O)c2ccccc2)c(NCCN(C)C)o1
1.2,i,-2.0,O=C(CCc1ccc(S(=O)(=O)N2CCOCC2)cc1)Nc1ccc(N2CCOCC2)cc1
0.03,i,-1.8,Cc1ccc2nsnc2c1S(=O)(=O)NCc1ccncc1
-0.43,i,-1.8,CCN(c1ccccc1)S(=O)(=O)c1ccc(Cl)c(NC(=O)COC(=O)C2CC2C)c1 (stereo not given)
2.1,i,-1.6,COc1cccc(C(=O)COC(=O)C2CC3CCCC(C2)C3=O)c1 (stereo not given)
-1,i,-0.6,O=C(CSc1ncnc2scc(-c3ccccc3)c12)N1CCN(Cc2ccc3c(c2)OCO3)CC1
0.43,i,-1.5,COCCN(C(=O)CCC(=O)Nc1ccccn1)C(C(=O)NC(C)C)c1ccc(C)cc1 (stereo not given)
-1.1,i,-0.3,COc1ccc(Nc2c(-c3ccc(OC)cc3)nc3cnccn23)cc1
0.81,i,1.8,CN(C)S(=O)(=O)c1ccc(Cl)c(C(=O)Nc2nc3ccccc3[nH]2)c1
-0.2,i,-1.1,Fc1cccc2sc(N3CCCC3)nc12
-1.2,i,-0.2,O=C(NCCCNC(=O)c1cnccn1)c1cccc(F)c1
0.65,i,-2.5,CCn1c(=S)sc2c(=O)n(CC(=O)Nc3ccc(C(C)=O)cc3)c(C)nc21
-0.53,i,0.2,Cc1ccc(OCc2cc(C(=O)NCc3ccc(OC(F)(F)F)cc3)no2)cn1
1.3,i,-0.6,CCCN1CNc2c(c(=O)[nH]c(=S)n2CCc2ccc(OC)c(OC)c2)C1
0.49,i,-0.4,Cn1nc(C(=O)NCCCN2CCCCC2)c2c1-c1ccccc1S(=O)(=O)C2
-0.85,i,0.2,C#CCOCCOCCOCCNc1nc(N2CCN(C(=O)[C@H]([C@@H](C)CC)n3cc([C@@H](N)CC(C)C)nn3)CC2)nc(N2CCN(C(=O)[C@H](CCCCN)n3cc([C@@H](N)C(C)CC)nn3)CC2)n1 (stereo not given in full)
0.24,i,-0.4,CC1(C)Cc2nc(-c3ccccc3)nc(SCC(=O)N3CCOCC3)c2CO1
-0.98,i,-1.0,COc1ccc(NC(=O)CS(=O)(=O)c2cn(CC(=O)N(C(C)C)C(C)C)c3ccccc23)c(OC)c1
1.9,i,-0.5,O=C(NCc1cccs1)c1noc2c1CCCCC2
-0.32,i,0.9,COc1cccc(C2Nc3ccccc3C(=O)N2O)c1O (stereo not given)
-0.75,i,-0.1,CCOC(=O)C1(Cc2ccccc2C(F)(F)F)CCN(Cc2ccon2)CC1
-0.17,i,-2.1,COc1ccc(NC2CCCN(C(=O)c3ccc(OC)o3)C2)cc1 (stereo not given)
-0.55,i,-0.2,COc1ccccc1N1CCN(C2CCCN(C(=O)c3cccc(-c4ccco4)c3)C2)CC1 (stereo not given)
-0.97,i,-0.8,O=C(CN1CCOCC1)Nc1ccc(Br)cn1
-1.1,i,0.0,O=C(Nc1cc(Cl)ccc1Cl)c1noc2c1CCCC2
0.64,i,-0.7,OCCC1CN(Cc2ccon2)CCN1CCc1ccccc1 (stereo not given)
-1.3,i,-0.7,CSc1nsc(N/N=C/c2ccccc2)c1C#N
-0.38,i,0.7,CSc1nc2ccc3nc(NC(=O)C4COc5ccccc5O4)sc3c2s1 (stereo not given)
0.38,i,-3.4,CCc1ccc(C(=O)Cn2cnc3cc([N+](=O)[O-])ccc3c2=O)cc1
0.3,i,-1.0,Nc1ccc(SCc2nc3cccc4c3n2CCC4)cc1
0.78,i,-1.7,Cc1ccc(-c2cc(N)on2)cc1
0.06,i,-0.1,CCCN(CC(=O)Nc1ccccc1OC)C(=O)Cc1ccccc1F
-1.9,i,-2.7,COc1ccc(CNCCC2(C(C)C)CCOC(C)(C)C2)cc1 (stereo not given)
-0.72,i,-1.1,Cc1nc(-c2ccccc2)sc1-c1ccn[nH]1
-0.09,i,-1.7,CC1CC(Nc2ccccc2)c2ccccc2N1C(=O)c1ccccc1F (stereo not given)
1.3,i,-2.9,CC(/C=C1\N=C(SCc2ccccc2)SC1=O)=C\c1ccccc1
0.32,i,-2.2,Cc1ccc(/C=C2/C(=O)N(c3ccccc3)C(=S)N2C)o1
-0.25,i,0.2,CCOc1ccc(/C=N/NC(=O)CN2CCCCCCC2)cc1
0.04,i,-1.1,Cc1ccccc1CS(=O)(=O)CCC(=O)NCCCN1CCOCC1
-0.44,i,0.3,Cc1cccc(-c2noc(-c3ccc4c(c3)OCO4)n2)c1
3.3,i,-1.1,Cc1ccc2ncnc(Nc3cccc([N+](=O)[O-])c3)c2c1
0.02,i,-0.6,Cn1nc(C(F)(F)F)c2cc(C(=O)Nc3ccc(Cl)cc3)sc21
-0.96,i,-2.1,O=C(CCCN1C(=O)/C(=C/c2cccs2)SC1=S)NNC(=O)c1ccc(F)cc1
1.5,i,0.4,Cc1cccc(C(=O)N2CCc3cc(-c4csc(NC(=O)CN5CCCC5)n4)ccc32)c1
1.7,i,-1.0,Cc1ccc(CNC(=O)c2ccc(CNc3c(N4CCCC4)c(=O)c3=O)cc2)cc1
-3.6,-9.1*,3.8,Cc1cccc(N2C(=O)/C(=C\c3ccc(C(=O)O)cc3)c3ccccc3C2=O)c1
-2.1,i,-1.8,CC(C)(C(=O)c1ccccc1)/[N+]([O-])=C/c1ccc(Br)cc1

3 compounds from above, showing only STK33 inh:
Molecule,STK33 inh
Cc1cccc(C(=O)N2CCc3cc(-c4csc(NC(=O)CN5CCCC5)n4)ccc32)c1,0.4
Cc1ccc(CNC(=O)c2ccc(CNc3c(N4CCCC4)c(=O)c3=O)cc2)cc1,-1.0
Cc1cccc(N2C(=O)/C(=C\c3ccc(C(=O)O)cc3)c3ccccc3C2=O)c1,3.8

Next section
Kir21 block,KCNQ2 block,STK33 inh,compound
-0.04,i,0.9,O=C1NC[C@@H](Cc2ccc(O)cc2)N(CC2CCCCC2)C1=O
1,i,-1.8,COc1ccc(-c2csc(N(Cc3ccccc3)C(=O)COc3ccc(Cl)cc3)n2)cc1
0.04,i,0.5,N#C/C(=C\c1ccco1)C(=O)NCc1ccccc1
-0.51,i,-0.1,Cc1cccc(NC(=O)Nc2cccc(C#N)c2)n1
